LYPLA2 inh – counter-screen for PME1 inhibitors: inhibitors of human LYPLA2; O95372; recombinant LYPLA2, FP-Rh probe fluorescence polarization; inhibition, % at 5.9 µM; 0.38% of 320,000 active; AID 2177;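 active means inhibition above the screen-wide mean plus 3 SD, limit set per campaign, cut at about 26% in these data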;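 further: 0% = LYPLA2 with DMSO and 100% = wells lacking LYPLA2 enzyme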
PREPL inhibitor – human PREPL enzyme inhibition. Q4J6C6. recombinant PREPL, fluorescence polarization activity-based probe. inhibition, % at 5.96 µM. 0.68% of 320,000 active. AID 2751; in the data active means inhibition above about 43%;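 further: 0% = enzyme with DMSO and 100% = wells lacking enzyme; many of its hits are not listed in these tables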
Target sequence (Q4J6C6 whole entry, looked up): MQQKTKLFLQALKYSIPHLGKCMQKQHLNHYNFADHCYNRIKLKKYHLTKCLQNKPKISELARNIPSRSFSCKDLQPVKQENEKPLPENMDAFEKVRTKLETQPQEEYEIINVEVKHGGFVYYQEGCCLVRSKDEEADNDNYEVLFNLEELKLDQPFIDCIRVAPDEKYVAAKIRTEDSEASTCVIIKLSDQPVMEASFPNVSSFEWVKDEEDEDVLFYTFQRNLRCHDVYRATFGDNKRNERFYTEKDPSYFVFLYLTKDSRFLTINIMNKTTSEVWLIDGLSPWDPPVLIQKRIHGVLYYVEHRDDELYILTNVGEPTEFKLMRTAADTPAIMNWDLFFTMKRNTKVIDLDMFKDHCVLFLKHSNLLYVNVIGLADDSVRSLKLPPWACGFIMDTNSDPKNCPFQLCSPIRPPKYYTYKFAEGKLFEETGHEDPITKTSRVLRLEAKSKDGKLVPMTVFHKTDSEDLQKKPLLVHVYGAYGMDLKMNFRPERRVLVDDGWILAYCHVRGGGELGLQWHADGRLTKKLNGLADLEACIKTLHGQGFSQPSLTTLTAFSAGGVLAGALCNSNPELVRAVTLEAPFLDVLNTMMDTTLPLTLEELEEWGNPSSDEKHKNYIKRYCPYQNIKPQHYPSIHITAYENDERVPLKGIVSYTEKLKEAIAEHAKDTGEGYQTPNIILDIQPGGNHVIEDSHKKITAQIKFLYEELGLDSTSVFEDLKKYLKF
PAD4 inh – inhibitors of human PAD4. AID 485272. 0.41% of 330,000 active. inhibition, % at 6.36 µM. recombinant PAD4, RCA probe fluorescence polarization;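 active means percent inhibition above a cutoff equal to the mean of all tested compounds plus 3 SD, cut at about 15% in these data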;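 further: 0% = PAD4 with RCA probe and DMSO and 100% = probe without PAD4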
PAFAH1B3 inh – PAFAH1B3 (human) inhibition | inhibition, % at 3.39 µM | 0.28% of 340,000 active | recombinant PAFAH1B3, FP-rhodamine probe, fluorescence polarization | Q15102 | AID 492972;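 active means inhibition above the screen-wide average of all tested compounds plus 3 SD, cut at about 25% in these data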;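 further: 0% = enzyme with DMSO only and 100% = wells lacking PAFAH1B3 protein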
Target sequence (Q15102 whole entry, looked up): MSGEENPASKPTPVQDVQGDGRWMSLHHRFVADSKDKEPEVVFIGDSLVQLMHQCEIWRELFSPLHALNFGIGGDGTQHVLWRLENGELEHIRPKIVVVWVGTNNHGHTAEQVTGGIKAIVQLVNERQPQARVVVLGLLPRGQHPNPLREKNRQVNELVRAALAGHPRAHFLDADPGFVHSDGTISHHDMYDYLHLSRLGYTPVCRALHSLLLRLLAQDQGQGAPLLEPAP
PAFAH1B2 inh – inhibitors of human PAFAH1B2; recombinant PAFAH1B2, FP-rhodamine activity probe, fluorescence polarization; P68402; inhibition, % at 3.39 µM; 1.2% of 340,000 active;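 active means inhibition above the mean of all tested compounds plus 3 SD, cut at about 24% in these data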;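 further: 0% = enzyme with DMSO and 100% = wells lacking PAFAH1B2; many of its hits are not listed in these tables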
PME-1 primary – PME-1 (human) inhibition; recombinant PME-1, FP-Rh probe fluorescence polarization; 0.53% of 320,000 active; inhibition, % at 5.9 µM;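 active means inhibition above the campaign mean of all compounds plus 3 SD, cut at about 26% in these data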;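 further: competitive labeling of PME-1 active site by serine hydrolase directed probe; 0% = PME-1 with DMSO and 100% = wells lacking PME-1 enzyme; inhibitors block probe labeling so polarization falls and inhibition rises; many of its hits are not listed in these tables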
GSTO1 inh – GSTO1 inhibition, counter-screen for RBBP9 inhibitors. P78417. recombinant GSTO1, activity-based probe fluorescence polarization. 1.1% of 300,000 active. inhibition, % at 5.96 µM. AID 1974;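 active means inhibition above the campaign mean inhibition plus 3 SD, cut at about 35% in these data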;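 further: 0% = GSTO1-1 with DMSO and 100% = wells lacking GSTO1-1 enzyme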
LYPLA1 inh – LYPLA1 (human) inhibition in PME1 counter-screen; O75608; recombinant LYPLA1, FP-Rh probe fluorescence polarization; inhibition, % at 5.9 µM; 0.16% of 320,000 active; AID 2174;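 active means inhibition above the mean of all tested compounds plus 3 SD, set per campaign, cut at about 14% in these data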;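 further: inhibitors block serine hydrolase probe labeling of LYPLA1 so polarization falls; 0% = enzyme with DMSO and 100% = wells lacking LYPLA1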
pPAFAH inh – pPAFAH (human) enzyme inhibition; recombinant pPAFAH, FP-rhodamine probe fluorescence polarization; inhibition, % at 3.39 µM; 1.5% of 330,000 active; AID 463082;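 active means inhibition above the mean inhibition across the screen plus 3 SD, cut at about 25% in these data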;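 further: inhibitors block binding of the rhodamine activity-based probe so polarization drops; 0% = enzyme with DMSO and 100% = wells lacking pPAFAH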
Active calls of the source: *; nt = not tested or not shown. The list is partial (hit frequency here may not be typical).

SMILES	LYPLA2 inh	PREPL inhibitor	PAD4 inh	PAFAH1B3 inh	PAFAH1B2 inh	PME-1 primary	GSTO1 inh	LYPLA1 inh	pPAFAH inh
CCC(C)Sc1cc(-c2nc3ccc(C)cn3c2NCc2ccccc2)ccc1OC (stereo unspecified)	-3	13	5	15	5	14	4	-7	23
O=C(Cc1cccs1)NNC(=O)c1ccccc1Cl	3	1	-4	1	1	3	nt	2	8
CC1(C)CC(=O)C=C(c2ccc(-c3ccccc3)cc2)C1	-10	-12	1	6	5	0	nt	-3	3
NC1=NN=C(c2ccc3c(c2)OCCO3)CS1	4	-7	6	1	-4	-7	9	-1	7
O=C(c1ccccc1)N1CCN(CC2CC=CCC2)CC1 (stereo unspecified)	10	3	1	6	5	-8	3	3	3
c1ccc(-c2cn3c(n2)SCC3)cc1	2	1	-1	3	0	4	0	3	1
COc1ccc(-n2nc(C(=O)NCC(=O)N3CCCCC3)c3ccccc3c2=O)cc1	5	1	2	11	3	6	3	-1	5
C#CCN(Cc1ccco1)C(=O)c1ccc(OC2CCN(Cc3ccccn3)CC2)cc1	-3	4	3	4	0	6	1	-2	6
O=C(/C=C/c1ccccc1)Oc1ccccc1C(=S)N1CCOCC1	-2	28	0	-8	-8	0	-1	-2	3
C=C(C)C(=O)Nc1ccc2c(c1)OCCOCCOCCO2	5	-5	1	9	5	0	-1	2	0
COc1ccc(Br)cc1CN(C)CC(O)COc1ccc(Br)cc1 (stereo unspecified)	4	-40	1	6	4	-1	5	-3	1
O=C(CCCN1C(=O)C(c2ccccc2)Oc2cccnc21)NCc1ccc(F)cc1 (stereo unspecified)	10	-14	-3	5	6	7	-3	0	7
COc1cccc(N2C(=O)/C(=C\c3cccs3)NC2=S)c1	-4	12	-4	2	6	1	-3	0	-1
COc1ccc(C(=O)N2CCC(C(=O)Nc3ccccc3C)CC2)cc1OC	-1	5	-5	1	2	-9	-3	0	-4
COc1cccc(OC)c1NC(=O)c1nc2c(nnn2Cc2ccccc2Cl)c(=O)[nH]1	0	3	-2	4	3	3	-2	1	-2
O=C(NCCc1cccc(Cl)c1)C1CCC(=O)N(Cc2ccc(Cl)cc2)C1 (stereo unspecified)	14	15	-3	7	4	8	0	2	-1
CCc1nnc(NC(=O)c2cccc(S(=O)(=O)N3CCc4ccccc43)c2)s1	-2	19	-12	4	4	2	-3	1	4
CCS(=O)(=O)c1nc(S(=O)(=O)c2ccc(Cl)cc2)c(N2CCC(O)CC2)s1	1	12	0	8	1	13	5	-3	0
Cc1ccc(C(=O)C[n+]2cc(-c3ccc(C)cc3)n3c2CCCCC3)cc1	1	39	1	7	5	3	-6	-1	-3
CCn1c(CNC(=O)c2ccc3c(c2)OCO3)nnc1SCC(=O)Nc1ccccc1F	0	6	2	2	2	-3	5	-2	3

Copied from the list:
pPAFAH inh result of `COc1cccc(OC)c1NC(=O)c1nc2c(nnn2Cc2ccccc2Cl)c(=O)[nH]1` stands at -2
PME-1 primary result of `COc1ccc(Br)cc1CN(C)CC(O)COc1ccc(Br)cc1` (stereo unspecified) stands at -1
LYPLA1 inh result of `O=C(NCCc1cccc(Cl)c1)C1CCC(=O)N(Cc2ccc(Cl)cc2)C1` (stereo unspecified) stands at 2

Going on with the list.
SMILES	LYPLA2 inh	PREPL inhibitor	PAD4 inh	PAFAH1B3 inh	PAFAH1B2 inh	PME-1 primary	GSTO1 inh	LYPLA1 inh	pPAFAH inh
Cc1sc(NC(=O)C2CSC3(C)CCC(=O)N23)nc1-c1ccc(F)cc1 (stereo unspecified)	-8	-6	3	-3	1	3	-1	-4	-1
O=C(CSc1nnc(CNC(=O)c2ccc(F)cc2)o1)NCc1ccccc1Cl	0	-15	0	7	7	4	-1	0	2
O=C1C(=Cc2cccs2)C(=O)c2ccccc21	0	0	-10	11	3	-1	32	3	5
O=C(COc1ccccc1[N+](=O)[O-])N/N=C/c1ccc(O)c([N+](=O)[O-])c1	-17	-7	-70	-2	4	1	-4	-4	2
COc1ccccc1-c1nnc(N)s1	28*	15	-6	7	-2	1	2	6	-2
COCCNC(=O)C1CC(c2ccccc2[N+](=O)[O-])=NO1 (stereo unspecified)	-4	5	-2	-4	1	2	2	1	2
CC(=NCCc1ccccc1)C1=C(O)C(c2ccccc2)OC1=O (stereo unspecified)	1	-9	-10	-1	-2	-7	4	-1	6
CCN(c1cccc(C)c1)S(=O)(=O)c1cc2c3c(c1)CCN3C(=O)CC2	0	15	3	6	5	1	2	0	7
Cc1ccc(-n2c(-c3cccnc3)n[nH]c2=S)c(C)c1	-5	-11	2	7	2	-6	0	-9	-6
Cc1noc(C)c1C(=O)NC(C)c1ccc2c(c1)OCO2 (stereo unspecified)	0	4	2	1	4	-3	4	0	5
CS(=O)(=O)N(CC(=O)N1CCN(Cc2ccccc2)CC1)c1ccc(F)cc1	2	-6	1	6	1	-4	-5	-1	5
CCOc1cc2[nH]c(=O)n(CC3CCC(C(=O)NCCCOC)CC3)c(=O)c2cc1OCC (stereo unspecified)	-5	-5	-1	-9	-2	0	-4	1	-1
COc1ccc(Nc2c(-c3ccc(C)cc3)nc3cnccn23)cc1	5	27	-4	6	6	9	0	2	13
COC(=O)c1nn(-c2ccccc2)c(=O)cc1Oc1ccccc1	4	4	1	4	3	0	-1	0	-3
CC(=O)Nc1sc2c(c1-c1nc3ccccc3s1)CN(C(C)C)CC2	nt	18	-4	8	6	nt	nt	nt	2
O=C(Nn1cnnc1)c1ccc(F)c(S(=O)(=O)N2CCCCC2)c1	4	-3	-1	-1	7	2	2	-1	0
O=C(Nn1cnnc1)c1ccccc1F	6	5	-1	-6	5	-1	-10	2	2
COc1ccc(-[n+]2c(C)cc(/C=C3\Sc4ccccc4N3C)cc2C)cc1	8	70*	-5	-3	0	-4	2	3	1
COc1cc(Br)c(Br)c(Br)c1N	0	-7	3	3	3	11	1	3	4
O=C(C1CCC(=O)N1Cc1cccnc1)N1CCN(c2ccc(F)cc2)CC1 (stereo unspecified)	1	31	3	12	4	0	2	1	-2
COC(=O)[C@H](CCSC)NC(=O)NCCc1ccccc1F	8	9	-3	2	4	1	2	0	3
COCc1nnc(NC(=O)CSc2ccccc2)s1	9	-6	-3	3	6	0	3	6	3
C=C(C)CSc1nc2c(c(=O)[nH]c(=O)n2C)n1CCC(C)C	0	5	-3	2	3	-2	1	-1	6
CC(=O)Nc1cccc(Oc2ncccc2[N+](=O)[O-])c1	3	-2	-6	10	2	-8	5	0	-6
Cc1cccn2c(=O)c3cc(C(=O)NC(C)C)c(=N)n(Cc4ccncc4)c3nc12	5	8	-3	-5	3	3	0	4	6
CC(=O)Nc1cccc(/C(C)=N/NC(=O)c2cccc(S(=O)(=O)N3CCOCC3)c2)c1	-2	1	-3	5	0	2	6	-4	-1
CCCCCNC(=O)c1ccc2c(=O)n(CC3CCCO3)c(=S)[nH]c2c1 (stereo unspecified)	9	5	2	-6	-2	-5	9	-2	-1
COC(=O)C(C)Oc1ccc2cc(-c3ccccc3)c(=O)oc2c1 (stereo unspecified)	11	-8	-3	8	5	-3	2	2	10
Cc1cc(=O)oc(C)c1C(=O)NCCc1ccc(F)cc1	4	5	-1	5	2	-4	0	-2	0
O=C(C1=C(O)C(=O)N(Cc2cccnc2)C1c1cccc(Oc2ccccc2)c1)c1ccco1 (stereo unspecified)	nt	6	-5	16	6	nt	nt	nt	5
COC(=O)c1c(C)nc2nonc2c1N	-11	1	-1	13	7	-2	-1	-2	1
CCN(CC(=O)Nc1ccc(OC)cc1)C(=O)Cc1coc2cc(C)c(C)cc12	3	13	6	9	4	2	nt	0	-1
CCOC(=O)c1ccc(NC(=O)N2CCCCC2)cc1	4	12	6	-1	5	1	5	0	-1
NC(=O)COC(=O)/C=C/c1ccc2ccccc2n1	-4	8	-1	9	5	1	-6	-1	-1
CCCCC1N2CC3([N+](=O)[O-])CN1CC([N+](=O)[O-])(C2)C3(C)C (stereo unspecified)	4	7	-1	2	9	4	-3	-3	3
CCC(CC)c1nnc(NC(=O)CCc2ccccc2OC)s1	2	10	2	6	0	5	6	0	7
COC(=O)c1ccc(Oc2cc(C)nc(NCc3ccccc3)n2)cc1	5	-7	0	7	1	-4	-4	2	3
Cc1[nH]c(C)c(S(=O)(=O)NCCc2ccccc2)c1C(=O)N1CCCCC1	2	3	-2	9	5	0	-9	-1	4
Cc1ccc(OCCNC(=O)c2ccccc2OCc2c(C)noc2C)cc1	-3	14	3	6	10	5	nt	-2	3
CC(CCc1ccccc1)NC(=O)COc1cc(F)ccc1[N+](=O)[O-] (stereo unspecified)	5	-10	1	-1	-1	-1	14	1	6

Whole records from above.
Listed for Cc1cccn2c(=O)c3cc(C(=O)NC(C)C)c(=N)n(Cc4ccncc4)c3nc12 : LYPLA2 inh = 5; PREPL inhibitor = 8; PAD4 inh = -3; PAFAH1B3 inh = -5; PAFAH1B2 inh = 3; PME-1 primary = 3; GSTO1 inh = 0; LYPLA1 inh = 4; pPAFAH inh = 6
Listed for COC(=O)C(C)Oc1ccc2cc(-c3ccccc3)c(=O)oc2c1 (stereo unspecified) : LYPLA2 inh = 11; PREPL inhibitor = -8; PAD4 inh = -3; PAFAH1B3 inh = 8; PAFAH1B2 inh = 5; PME-1 primary = -3; GSTO1 inh = 2; LYPLA1 inh = 2; pPAFAH inh = 10

(list continues)
SMILES	LYPLA2 inh	PREPL inhibitor	PAD4 inh	PAFAH1B3 inh	PAFAH1B2 inh	PME-1 primary	GSTO1 inh	LYPLA1 inh	pPAFAH inh
O=C(Nc1ccc2c(c1)OCCO2)c1ccc2ccccc2n1	-5	18	-1	3	1	-11	-1	2	1
CCOc1ccc2oc(C(=O)O)c(C)c2c1	3	3	0	5	6	3	12	2	-2
CCCCCCCCSc1nnc(/N=C/N(C)C)s1	4	0	2	8	1	4	3	6	3
CCOC(=O)C1=C(Cn2cnc3ccccc32)NC(=O)NC1c1ccc(OC)cc1 (stereo unspecified)	-4	15	2	6	5	0	2	-1	2
CN(CC(=O)Nc1ccc2c(c1)OCCO2)S(=O)(=O)c1cccc2cccnc12	-1	4	2	8	2	-4	0	1	-1
COc1cccc(CN2C(=O)C(C)N(C(=O)c3ccccc3)c3ccccc32)c1 (stereo unspecified)	2	17	-3	4	1	9	5	-3	3
O=C(O)Cc1ccc(O)c(O)c1	0	-9	-4	9	-5	0	7	0	2
Cn1cc([N+](=O)[O-])c(C(=O)Nc2ccc(-c3nc4ccccc4[nH]3)cc2)n1	4	-2	-4	-2	2	1	-3	-1	-4
Cc1cccc(C(=O)NCCNC(=O)c2ccco2)c1	2	2	1	-3	2	-2	-2	1	3
O=C(CN1C(=O)C(=O)c2ccccc21)c1ccccc1	-1	-16	-7	3	3	-4	3	1	0
CCOC(=O)c1sc(NC(=O)CSc2nnc(-c3ccco3)n2CC)c(C(=O)OCC)c1C	0	0	-2	5	6	7	5	-1	3
COc1ccccc1NC(=O)C(C)OC(=O)CCNS(=O)(=O)c1ccc(C)c(C)c1 (stereo unspecified)	-1	11	3	7	-4	-1	23	-2	22
C=CCSc1nc2c(cnn2-c2ccccc2)c(=O)n1N	-1	-1	-2	nt	nt	4	-8	1	7
COc1ccc(N(CC(O)CN2C(=O)NC(C)(C)C2=O)S(=O)(=O)c2ccc(C)cc2)cc1 (stereo unspecified)	5	13	8	6	0	5	-1	5	-1
CSc1ccc(Cl)c(C(=O)N2CCOc3ccccc32)c1	8	-16	-1	2	1	-5	2	-1	-2
CCOC(=O)c1cccc(NC(=O)c2ccc(NC(=O)c3ccco3)cc2)c1	-14	-11	-3	-6	-6	-22	-9	-11	-6
COc1ccc(/C=C/c2c(-c3ccc(OC)cc3)oc3ccccc23)cc1	3	0	0	8	-5	4	4	-1	-1
COc1cc(C(C)=O)ccc1OCC(O)CN1CCN(c2ccc(F)cc2)CC1 (stereo unspecified)	-8	9	-6	9	2	-1	0	-4	4
